Compound activity from PubChem.
Rab9 prom act = Rab9 promoter activation. Huh7 Rab9 promoter-luciferase reporter, luminescence, 24 h. Potency, µM (series often up to 9.22 µM), inactives show at the highest dose activation, negative = inhibition, hits mostly activators. 320,000 tested, 2.8% active. AID 485297; further: potency means the concentration at half of the fitted maximal effect; % of control where 0% means no effect; nearly all actives have a fitted effect of over 60% in size
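Using Huh7 cells stably transfected with Rab9 promoter–luciferase, compounds were incubated 24 h at 37 °C, 5% CO2; luciferase luminescence was read 10 min after reagent addition.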
FLuc modulator = inhibits or activates purified firefly luciferase, miR-21 counter-screen | P08659 | purified FLuc, Km substrates, luminescence inhibition | Potency, µM (highest dose often 57.5 µM), for inactives: at the highest dose activity change, negative = inhibition, hits mostly inhibitors | 360,000 tested, 6.9% active | AID 588342;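 further: potency means the concentration at half of the fitted maximal effect; plate controls were vehicle for no effect and reference inhibitor for full effect; nearly all actives have a fitted effect of over 55% in size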
Target sequence (P08659 whole entry, looked up): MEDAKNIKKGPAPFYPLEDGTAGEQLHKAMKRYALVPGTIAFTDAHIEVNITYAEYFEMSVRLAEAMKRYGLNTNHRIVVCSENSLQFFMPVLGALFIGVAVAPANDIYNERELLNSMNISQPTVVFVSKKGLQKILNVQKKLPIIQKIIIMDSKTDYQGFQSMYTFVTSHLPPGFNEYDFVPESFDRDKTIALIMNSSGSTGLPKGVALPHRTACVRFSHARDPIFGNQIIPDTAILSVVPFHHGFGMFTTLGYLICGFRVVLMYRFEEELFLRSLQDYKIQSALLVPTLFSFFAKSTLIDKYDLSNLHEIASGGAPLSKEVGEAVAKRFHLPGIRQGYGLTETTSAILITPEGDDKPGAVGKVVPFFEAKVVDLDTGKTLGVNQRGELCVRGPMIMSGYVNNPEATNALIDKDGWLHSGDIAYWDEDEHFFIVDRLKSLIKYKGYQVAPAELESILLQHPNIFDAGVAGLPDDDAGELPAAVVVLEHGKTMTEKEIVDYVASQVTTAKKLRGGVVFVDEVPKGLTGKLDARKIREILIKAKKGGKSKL
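Purified P. pyralis luciferase (10nM final) with 10uM D-luciferin and 10uM ATP (Km levels) in 50mM Tris acetate pH 7.5, 10mM Mg acetate, 0.01% Tween-20, 0.05% BSA; qHTS 6-point titration, ~60 µM downward; luminescence read.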
ELG1 genotox = induces genotoxicity in HEK293T cells with luciferase-tagged ELG1; HEK293T ELG1-luciferase reporter, luminescence, 16 h; Potency, µM (top dose mostly 46 µM), inactives show top-dose activity change, positive = activation, hits mostly activators; 330,000 tested, 1.3% active; AID 504466; further: potency means the concentration at half of the fitted maximal effect; % of control where 0% means no effect; nearly all actives have a fitted effect of over 60% in size
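HEK293T cells expressing luciferase-tagged ELG1 were exposed to compound or DMSO vehicle for 16 hr at 37 °C and 5% CO2. Luciferase activity was then measured with ONE-Glo after 30 min at room temperature.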
KCNH2 3.1 block = blocks the human KCNH2 3.1 channel isoform | U2OS KCNH2 3.1, thallium flux FluxOr; hits give low values | activity change, % (tested at about 1.8 µM) | 340,000 tested, 0.95% active;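 active means maximum activity change below -70%; inconclusive means maximum activity change from -70% to -50%; inactive means maximum activity change above -50%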;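 further: thallium influx rate constant from kinetic fluorescence after stimulation buffer; on the % scale 0 is the no-effect control and ±100 the full control effect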
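Normalized rate constant (relative to positive and negative DMSO controls) derived from a 2 min kinetic fluorescence read after stimulation; U2OS cells expressing the 3.1 isoform via virus at 1.77 x 10^8 /mL.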
Giardia kill = kills Giardia lamblia. 340,000 tested, 0.15% active. activity change, % at 7.66 µM, hits read low. AID 540267. Giardia lamblia trophozoite viability; in the data active means activity change below about -80%; inconclusive means between about -30% and that limit;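 further: parasites exposed to compound for two days anaerobically before the ATP read; on the % scale 0 is the no-effect control and ±100 the full control effect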
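Each well holds 100 Giardia trophozoites and compound. After two days (48 hrs) at 37 deg C in anaerobic conditions, ATP is quantified by luminescence.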
RORgamma inh = ROR gamma (mouse) transcription inhibition | P51450 | Drosophila S2 Gal4-RORgamma UAS-luciferase reporter, 20 h | Potency, µM (doses to about 53.6 µM), inactives show top-dose activity change, negative = inhibition, actives largely listed as inhibitors | 310,000 tested, 5.4% active | AID 2551; further: potency means the concentration at half of the fitted maximal effect; on the % scale 0 is the no-effect control and ±100 the full control effect; nearly all actives have a fitted effect of over 60% in size
Target sequence (P51450 whole entry, looked up, the tested form may be a part): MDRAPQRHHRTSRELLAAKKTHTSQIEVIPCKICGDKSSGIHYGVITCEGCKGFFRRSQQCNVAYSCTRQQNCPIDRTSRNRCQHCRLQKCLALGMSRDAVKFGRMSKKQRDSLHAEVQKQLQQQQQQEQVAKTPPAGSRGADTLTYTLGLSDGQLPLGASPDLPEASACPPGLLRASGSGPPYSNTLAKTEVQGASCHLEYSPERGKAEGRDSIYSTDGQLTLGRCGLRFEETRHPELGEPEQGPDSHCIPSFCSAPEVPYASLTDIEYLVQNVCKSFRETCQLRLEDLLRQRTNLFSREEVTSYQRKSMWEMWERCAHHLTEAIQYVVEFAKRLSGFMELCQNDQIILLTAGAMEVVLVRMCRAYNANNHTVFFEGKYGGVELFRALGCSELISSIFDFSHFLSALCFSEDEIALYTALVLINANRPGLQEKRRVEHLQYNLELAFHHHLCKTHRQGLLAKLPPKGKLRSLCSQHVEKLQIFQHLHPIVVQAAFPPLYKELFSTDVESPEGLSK
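Luciferase reporter read in Schneider cells carrying Gal4-RORγ (mouse) and UAS-Photinus luciferase; cells given compound 1 h before 700 uM copper sulfate induction, then incubated 20 h at ambient temperature.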
Coupling enz = inhibits coupling enzyme system, counter-screen for aldolase hits; activity change, negative = inhibition, % at 58.2 µM, hits read low; AID 2472; 290,000 tested, 0.67% active; coupling enzyme system counterscreen, AmpLite Red fluorescence; in the data active means activity change below about -30%; further: on the % scale 0 is the no-effect control and ±100 the full control effect
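Compounds tested against the coupling enzymes alone at 57.5 uM final; readout was AmpLite Red fluorescence (525/598 nm) after 20 min at RT.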
uPA generation = blocks generation of uPA at the cell surface; cell surface uPA generation assay, qHTS; Potency, µM (doses to about 38.3 µM), for inactives: at the highest dose activity change, negative = inhibition, most hits filed as inhibitors; 330,000 tested, 0.31% active; AID 540303; active means well fitted inhibition curve with a large enough effect; inconclusive means small, poorly fitted or top-dose-only effect; inactive means no such curve, though single readings can be large or run the other way; tested in mouse RAW 264.7 cells; further: potency means the concentration at half of the fitted maximal effect; on the % scale 0 is the no-effect control and ±100 the full control effect; nearly all actives have a fitted effect of over 55% in size
Tb PFK inh = T. brucei PFK enzyme inhibition; O15648; T. brucei PFK, ADP-Glo luminescence; Potency, µM (highest dose often 57.5 µM), without a hit: at the top dose activity, negative = inhibition, most hits filed as inhibitors; 330,000 tested, 0.17% active; AID 485367;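 further: potency means the concentration at half of the fitted maximal effect; 0% = uninhibited 1x PFK enzyme wells and -100% = no-enzyme wells; nearly all actives have a fitted effect of over 60% in size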
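In TEA buffer at pH 8.0 with 5 mM MgCl2, enzyme (1.25 nM) converted F6P (0.5 mM) and ATP (0.1 mM) for 45 min at room temperature. ADP product was read by luciferase luminescence.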
NPC1 promoter act = NPC1 promoter activation; Huh7 NPC1 promoter luciferase reporter, 24 h; Potency, µM (top dose mostly 9.22 µM), without a hit: at the top dose activation, usual class: activators; 320,000 tested, 2.4% active;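 further: potency means the concentration at half of the fitted maximal effect; % of control where 0% means no effect; nearly all actives have a fitted effect of over 60% in size; reporter is driven by a mutant NPC1 promoter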
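NPC1 promoter–luciferase Huh7 cells; 24 h compound; luminescence.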
Gal4-VP16 FLuc = inhibits Gal4-VP16 luciferase reporter, ROR gamma counter-screen. Drosophila S2 Gal4-VP16 UAS-luciferase, luminescence, 20 h. Potency, µM (titrated, usually from 53.6 µM), for inactives: at the top dose activity, negative = inhibition, actives largely listed as inhibitors. 310,000 tested, 3.5% active;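 further: Gal4-VP16 expression switched on by copper sulfate through the metallothionein promoter; potency means the concentration at half of the fitted maximal effect; on the % scale 0 is the no-effect control and ±100 the full control effect; nearly all actives have a fitted effect of over 50% in size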
* = called active by the depositor; ? = inconclusive; · = not tested or not shown; [ ] = dose if it differs, or a comment. Unless noted, the call rests on the fitted dose curve; in most records, active means well fitted curve in the direction sought with a large enough effect; inconclusive means small, poorly fitted or top-dose-only effect, or another doubt; inactive means no such curve, though single readings can be large; an effect the other way counts as inactive or inconclusive.

SMILES	Rab9 prom act	FLuc modulator	ELG1 genotox	KCNH2 3.1 block	Giardia kill	RORgamma inh	Coupling enz	uPA generation	Tb PFK inh	NPC1 promoter act	Gal4-VP16 FLuc
O=C(CN1CCN(Cc2cccc3ccccc23)CC1)NCCc1ccccc1	-3.3%	1.5%	-3.8%	1.6	-16.6	39.7%	2.8	3.9%	0.1%	-3.4%	8.2%
O=S(=O)(NCCSc1ccccn1)c1ccc(Cl)cc1	-5.0%	10.2%	0.3%	1.9	-3.3	3.8%	-6.8	10.9%	-1.2%	0.4%	-3.4%
COC(=O)CN1C(C)=Nc2ccc(C)cc2C1c1ccccc1 (centres undefined)	0.3%	-2.4%	-0.5%	22.6	-24.6	0.0%	-0.2	-4.3%	0.3%	-0.2%	-6.6%
N#C/C(=C\c1ccc(N2CCCCC2)o1)C(N)=O	7.2%	?	7.5%	-11.7	7.3	0.6%	0.2	-5.2%	-1.4%	14.6%	5.2%
c1cncc(-c2noc(-c3ccc4ccccc4c3)n2)c1	0.282µM*	1.2µM*	2.06µM*	-10.6	-10.3	?	-1.5	?	-0.7%	0.316µM*	-28.0%
Cc1ccc(NC(=S)N(CCCN2CCCC2)Cc2cccn2Cc2ccc(Cl)cc2)cc1Cl	-5.2%	1.6%	-3.3%	?	12.0	?	1.1	-2.6%	-3.0%	-5.1%	-5.4%
O=C(CN1CCN(S(=O)(=O)c2cc(Cl)ccc2Cl)CC1)Nc1ccc2c(c1)OCCO2	-4.3%	-15.7%	3.6%	1.7	-2.1	35.0%	0.2	-1.5%	1.1%	-2.9%	12.6%[0.365 µM]
O=C(COC(=O)c1ccc([N+](=O)[O-])s1)NC(c1ccccc1)c1ccccc1	3.8%	-0.5%	-2.4%	-9.7	12.0	-23.7%	-0.1	1.7%	-4.7%	-0.5%	5.5%
Cc1ccc(S(=O)(=O)N2CCN(C(=O)C3CCCO3)CC2)cc1 (centres undefined)	6.1%	-3.1%	1.0%	14.2	-13.2	-15.2%	·	2.6%	-5.4%	0.7%	5.8%
Cc1ccc(OCc2cn3cccnc3n2)cc1	2.82µM*	21.3µM*	18.4µM*	-22.7	1.2	-17.2%	-2.6	-5.6%	-19.1%	3.55µM*	-19.6%
CN=C(Nc1ccc(C(=O)OC)cc1)SC1CC(=O)N(c2ccccc2F)C1=O (centres undefined)	-2.5%	-1.8%	-6.5%	-18.5	4.1	22.6%	-0.8	-6.6%	-6.1%	-3.5%	-9.7%
O=C(/C=C/c1ccccc1)N1CCC[C@H]1CO	0.3%	-21.5%	3.9%	-3.7	-5.3	-3.6%	0.5	9.5%	2.7%	-1.1%	-8.5%
O=C(O)CCCCCN1C(=O)C(O)=C(C(=O)/C=C/c2ccccc2)C1c1cccc([N+](=O)[O-])c1 (centres undefined)	-11.0%	-20.0%	0.9%	5.1	-16.3	-4.0%	24.4	1.2%	-1.2%	-1.2%	-20.7%
CSCC[C@@H](C(=O)O)N1Cc2ccccc2C1=O	1.1%	-6.2%	1.3%	-5.4	-14.2	0.1%	2.1	10.7%	-25.8%	-1.0%	-5.2%
CCc1nc2ccc(C(=O)NCc3ccccc3)cc2nc1CC	-0.2%	1.8%	-13.9%	-5.8	12.5	7.3%	2.0	5.2%	-1.5%	1.8%	1.8%
COC(=O)c1ccccc1NC(=O)CSc1nccn1C	10.7%	-0.4%	-0.1%	13.4	-1.6	8.8%	0.6	-3.0%	-1.3%	12.3%	-2.9%
CC(=O)c1cc(F)ccc1OCC(=O)N1CCN(c2ccc(F)cc2)CC1	1.6%	-2.1%	-12.1%	6.3	6.5	16.8%	0.0	-5.9%	-0.3%	-9.4%	-4.6%
Cc1ccc(NC(=O)CSc2nnc(C3CCCCC3)n2N)cc1F	9.3%	1.1%	-1.5%	-8.2	-3.7	22.7%	-3.6	0.8%	-0.6%	11.4%	3.6%
COC(=O)c1cc(N=Nc2c(C)[nH]c3ccccc23)cc(C(=O)OC)c1	-9.4%	-1.3%	1.6%	-5.6	-28.5	5.2%	2.5	12.4%	1.3%	0.4%	-5.0%
Cc1ccc(S(=O)(=O)Nc2ccccc2C(=O)N2CCOCC2)cc1	10.5%	5.1%	0.0%	-2.1	0.2	7.6%	0.0	0.2%	0.0%	1.1%	1.9%
O=C(CSCc1ccccc1Cl)Nc1ccc(C(=O)O)cc1	-0.2%	-4.5%	2.0%	-8.0	24.7	5.4%	8.3	-1.5%	-2.9%	-2.3%	14.6%
O=C1NC(=S)S/C1=C/c1ccc(Oc2cnccn2)cc1	?	21.3µM*	2.4%	0.5	4.5	4.3%	3.2	1.6%	-6.9%	14.9%	9.6%
Cc1cccc2cc(COC(=O)c3cccc([N+](=O)[O-])c3)c(=O)[nH]c12	-0.4%	-1.9%	1.7%	5.0	-10.2	-11.9%	0.3	1.6%	-2.3%	-4.7%	5.1%
COc1cccc(NC(=O)C(OC(=O)c2ccc([N+](=O)[O-])o2)c2ccccc2)c1 (centres undefined)	0.8%	-3.4%	0.7%	6.8	-28.5	14.1µM*	-15.6	-6.9%	3.5%	0.6%	-28.4%
Cc1cccc(NC(=O)c2ccc(NC(=O)CC3SC(N4CCCC4)=NC3=O)cc2)n1 (centres undefined)	12.8%	-1.9%	-1.2%	5.0	-11.8	·	·	-4.1%	-5.3%	-0.6%	·
CN(CCc1ccccc1)C(=O)c1cc(COc2ccc(F)cc2Cl)on1	18.7%	?	10.3%	-8.4	4.0	?	·	9.8%	0.5%	2.1%	22.6%
Cn1nnc2cc(NC(=O)N3CC4(C)CC3CC(C)(C)C4)ccc21 (centres undefined)	1.4%	2.1%	-12.1%	-8.5	-9.6	20.7%	-6.7	-11.8%	-4.1%	-2.1%	2.6%
COC(=O)CSc1nc2ccc(NC(=O)CSc3nnnn3Cc3ccccc3)cc2s1	-2.9%	0.6%	-0.2%	-15.2	-0.9	11.5%	1.9	-3.7%	0.0%	-3.5%	-7.1%
CCOC(=O)[C@H]1[C@H]2COc3ccc(Cl)cc3[C@@H]2N2C(=O)CNC(=O)[C@@]12C	0.6%	-0.5%	3.4%	13.4	-20.9	·	·	5.7%	-1.5%	2.1%	·
CCCCN(C)C(=O)Cn1ncc2c3ccccc3n(CCC)c2c1=O	10.1%	-0.8%	-5.0%	-5.3	4.3	31.8%	-2.6	13.8%	-0.1%	1.2%	-1.5%
O=C(Nc1ccccc1N1CCCC1)C1CCN(C(=O)c2ccc(F)cc2)CC1	-4.1%	2.3%	-1.5%	2.9	-22.3	·	·	0.8%	15.8%	-3.3%	·
CC(=O)Nc1cccc(NC(=O)CSc2nccn2Cc2ccc(F)cc2)c1	3.7%	-0.2%	-11.1%	-0.1	2.8	-10.8%	-0.3	-2.4%	2.6%	-2.2%	-5.4%
c1ccc(CN2CCN(c3nc(-c4ccccn4)nc4ccccc34)CC2)cc1	-17.1%	-4.7%	-10.3%	13.1	18.4	1.41µM*	-2.6	2.0%	0.1%	3.7%	2.82µM*
Cc1ccc(S(=O)(=O)Nc2cccc(-c3cn4ccsc4n3)c2)cc1	-9.4%	?	-6.5%	-0.4	-15.3	36.2%	0.0	-19.3%	-2.6%	-16.1%	?
COC(=O)c1cc(NC(=O)c2nccnc2C(=O)O)cc(C(=O)OC)c1	-8.9%	2.5%	-0.6%	0.8	24.0	-26.7%	2.8	3.8%	0.2%	-0.1%	1.2%
Cc1cccc(N(CC(=O)NC2CCCC2)C(=O)CNC(=O)c2ccco2)c1C	6.4%	5.0%	-0.7%	-17.5	-6.7	-1.1%	0.8	-4.6%	2.5%	-2.4%	6.2%
COc1ccc(/C=c2/sc3n(c2=O)NC2(c4ccccc4)N(C)C(=O)N(C)C2(c2ccccc2)N=3)cc1 (centres undefined)	0.1%	4.6%	3.0%	-13.3	9.6	-0.3%	5.5	4.6%	1.7%	-1.9%	-18.0%
Cc1cccc(OCC(=O)Nc2nc3ccc([N+](=O)[O-])cc3s2)c1C	-7.4%	2.3%	-2.5%	-19.5	8.9	-3.4%	-0.8	-7.4%	-0.7%	2.7%	0.0%
Cc1noc(C)c1C(=O)OCC(=O)Nc1ccc(C(N)=O)cc1	9.5%	0.1%	5.0%	11.0	-5.4	4.5%	3.3	3.3%	1.7%	6.4%	2.0%
CCOC(=O)c1c(C)[nH]c(C(=O)OCC(=O)NC(C)(C)C)c1C	-10.1%	1.6%	-6.9%	-2.4	-11.5	15.6%	0.6	-1.5%	-1.7%	8.7%	-13.0%
Cc1cnc(C(=O)OCC(=O)N2CCN(S(=O)(=O)c3ccc(Cl)cc3)CC2)cn1	-3.1%	0.4%	1.0%	-2.3	8.6	·	·	0.7%	-5.3%	-5.4%	·
COc1ccccc1NC(C#N)c1ccccc1OCc1ccccc1 (centres undefined)	0.4%	-20.8%	-1.0%	-3.6	14.2	1.0%	-2.3	-5.2%	-1.0%	-1.4%	3.4%
